CHO parental Ca: ATP-evoked calcium signal inhibitors, parental CHO, primary screen, counter-screen for OX1R antagonist project, cell-based, fluorescence, Fluo-8 calcium dye; parental CHO-K1, ATP-induced calcium, Fluo-8 fluorescence; inhibition, % at 5.6 µM; 330,000 compounds, 0.63% hits; AID 463079, 2010;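 active means inhibition above that plate's mean sample inhibition plus 3 SD, cut at about 26% in these data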;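 further: 0% = ATP-challenged DMSO wells and 100% = DMSO wells without ATP; some compounds past the cut are filed as inactive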
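test system = CHO parental line | reagent = ATP stimulus | measured by = intracellular calcium via Fluo-8 no-wash fluorescent dye | control set = ATP and no-ATP DMSO wells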
CHO-K1 Ca antag: nonselective inhibitor or artifact in parental CHO-K1 cells; ATP-induced calcium, Fluo-8 fluorescence; inhibition, % at 3 µM; 360,000 compounds, 0.6% hits; AID 602250;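 active means inhibition above a per-plate cutoff, the plate's mean sample inhibition plus 3 SD, cut at about 24% in these data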;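 further: 0% = DMSO plus EC80 ATP and 100% = DMSO alone without ATP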
OXTR potentiator: human OXTR potentiators, primary screen, fluorescence, CHO-OTR cells, Fluo-8 calcium. AID 2445, 2010. activation, % at 3 µM. Fluo-8 calcium fluorescence, potentiator mode; 0% = oxytocin EC15, 100% = EC100. 320,000 compounds, 0.061% hits. Oxytocin receptor (Homo sapiens), P30559;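 active means activation above that plate's cutoff, the mean activation of tested compounds plus 3 SD, cut at about 6.6% in these data, passing the limit was not always enough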;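 further: 100% uses oxytocin at 75 nM as the full agonist control; some results filed as inactive read as strong as hits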
Target sequence (P30559 whole entry, looked up): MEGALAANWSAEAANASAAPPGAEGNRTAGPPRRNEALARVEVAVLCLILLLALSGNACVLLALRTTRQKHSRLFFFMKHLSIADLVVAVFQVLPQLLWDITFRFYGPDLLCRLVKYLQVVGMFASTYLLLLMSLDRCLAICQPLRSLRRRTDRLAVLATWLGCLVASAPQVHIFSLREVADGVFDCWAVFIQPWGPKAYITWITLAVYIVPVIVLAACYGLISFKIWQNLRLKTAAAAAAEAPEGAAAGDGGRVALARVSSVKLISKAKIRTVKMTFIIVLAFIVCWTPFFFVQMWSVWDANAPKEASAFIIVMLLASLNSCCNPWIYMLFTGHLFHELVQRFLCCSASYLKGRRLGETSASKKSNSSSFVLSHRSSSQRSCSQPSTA
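Dosing: Single dose, 3.0 µM nominal final compound concentration | Material: Human OTR in CHO cells | Technique: Kinetic Fluo-8 calcium fluorescence | Benchmarks: EC15 oxytocin alone as 0%, 75 nM oxytocin as 100% | Probe or stimulus: Oxytocin at about EC15, sub-maximal agonist stimulus | Incubation: Compound 6 min at room temperature before oxytocin, 100 s read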
CHRM1 agonist: human M1 muscarinic receptor agonists, primary screen, Fluo-8 calcium fluorescence, CHO-K1 cells, HTS; Muscarinic acetylcholine receptor M1 (Homo sapiens), P11229; CHO-K1 hM1, agonist mode; 0% DMSO, 100% acetylcholine EC100; activation, % at 3 µM; 360,000 compounds, 0.33% hits; AID 588814, 2011;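 active means activation above the run's mean compound activation plus 3 SD, cut at about 16% in these data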;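 further: peak over basal fluorescence ratio within a 140 s kinetic read after compound addition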
M1 ag parental: counter-screen for M1 agonists: effect in parental CHO-K1 cells | Fluo-8 calcium fluorescence; scaled to maximal ATP response, vehicle zero | AID 602248, 2012 | activation, % at 3 µM | 360,000 compounds, 0.48% hits; in the data active means activation above about 15%;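 further: untransfected CHO-K1 host cells lacking M1 receptor as counterscreen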
TAAR1 antag: human TAAR1 antagonists, primary screen, Fluo-8 calcium fluorescence, CHO RD-HGA16 cells. Trace amine-associated receptor 1 (Homo sapiens), Q96RJ0. antagonist. inhibition, % at 3 µM. 360,000 compounds, 1.5% hits;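 active means inhibition above a per-plate cutoff, the mean inhibition of test compounds on that plate plus 3 SD, cut at about 49% in these data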;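 further: 0% = DMSO plus EC80 beta-PEA response and 100% = DMSO alone without agonist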
Target sequence (Q96RJ0 whole entry, looked up): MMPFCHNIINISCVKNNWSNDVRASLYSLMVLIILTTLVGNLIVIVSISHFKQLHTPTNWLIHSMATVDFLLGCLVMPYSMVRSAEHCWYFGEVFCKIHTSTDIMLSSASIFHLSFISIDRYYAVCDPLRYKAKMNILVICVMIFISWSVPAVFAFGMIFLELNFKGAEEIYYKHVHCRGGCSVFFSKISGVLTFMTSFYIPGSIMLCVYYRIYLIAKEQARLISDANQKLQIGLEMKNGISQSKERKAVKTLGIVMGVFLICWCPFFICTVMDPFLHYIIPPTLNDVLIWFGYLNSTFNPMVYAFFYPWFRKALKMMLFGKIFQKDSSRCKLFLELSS
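System: RD-HGA16 CHO cells with stable hTAAR1 and Gα16 | Probe or stimulus: EC80 β-phenethylamine stimulus | Dosing: 3 µM, single point | Times: Dye loading 75 min at 37 °C, then 30 min room temperature | Measured by: Fluo-8 calcium-sensitive fluorescence | Read-out basis: % inhibition of agonist calcium response | Replicates: n of 1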
TAAR1 ag: human TAAR1 agonists, primary screen, Fluo-8 calcium fluorescence, CHO RD-HGA16 cells; AID 624467, 2012; vehicle wells 0%, saturating PEA agonist 100%; activation, % at 3 µM; 360,000 compounds, 0.99% hits; Trace amine-associated receptor 1 (Homo sapiens), Q96RJ0;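 active means activation above the mean activation of all test compounds in the run plus 3 SD, cut at about 38% in these data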
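Assay system – CHO-derived RD-HGA16 cells with stable Gα16 and human TAAR1 · Compound dosing – one-point dosing at 3 µM (nominal) · Incubation – 17-24 h seeding, 75 min 37 °C dye, 30 min RT · Measured by – kinetic Fluo-8 calcium fluorescence · Control set – DMSO vehicle as 0%, PEA at EC100 as 100% · Repeats – single well for each compound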
V1R ag counter: agonists of human V1a receptor, primary screen, counter-screen for OXTR agonist project, fluorescence, CHO-V1R cells | activation, % at 3 µM | 320,000 compounds, 0.25% hits | Vasopressin V1a receptor (Homo sapiens), P37288 | AID 2797, 2010 | Fluo-8 calcium fluorescence, agonist mode; 0% DMSO, 100% 3 nM vasopressin;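 active means activation above the mean activation of all tested compounds plus 3 SD, per screening run, cut at about 20% in these data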;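 further: signal is peak over basal fluorescence ratio across a 100 second FLIPR read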
CHO-K1 Ca PAM: nonselective calcium activators in parental CHO-K1 cells, primary screen, counter-screen for M1 PAM project, cell-based, Fluo-8 calcium fluorescence, full deck, 1536-well; ATP EC20; 0% at ATP EC20, 100% at ATP max; activation, % at 3 µM; 360,000 compounds, 0.02% hits;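 active means activation above the run cutoff, the mean activation of all test compounds plus 3 SD, cut at about 40% in these data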;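 further: peak over basal fluorescence ratio in a 140 s read after ATP addition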
Starred values were filed as active, the others as inactive; nt = not tested or not shown.

SMILES	CHO parental Ca	CHO-K1 Ca antag	OXTR potentiator	CHRM1 agonist	M1 ag parental	TAAR1 antag	TAAR1 ag	V1R ag counter	CHO-K1 Ca PAM
Cc1ccccc1Cn1c(C)c(C(=O)N(C)Cc2ccc(F)cc2)sc1=O	nt	-3.8	nt	-1.2	4.1	22.2	2.1	nt	26.3
C/C(=N/NC(=O)c1ccc2c(c1)OCO2)c1cccc([N+](=O)[O-])c1	3.4	0.6	-10.5	-2.6	0.5	-3.1	-0.2	0.0	10.2
CC1(C)Cc2nc3sc4c(=O)[nH]cnc4c3cc2CS1	10.1	-12.4	-8.0	-2.4	0.8	-10.9	8.8	-0.8	23.0
O=C(NC1CCCC1)C1CC1c1ccccc1 (stereo unspecified)	-21.9	-29.2	-1.5	-3.8	1.1	6.7	6.6	-0.2	12.5
S=c1[nH]nc(-c2ccco2)n1/N=C/C=C/c1ccco1	-3.8	-7.3	2.1	-5.0	-0.3	9.5	-1.2	0.5	13.0
C#CCCC/C(=C\C(=O)N(C)[C@H](C(=O)N(C)[C@H](C(=O)N(C)[C@H](C(=O)N(C)[C@H](C(N)=O)C(C)C)C(C)C)C(C)C)C(C)C)OC	-27.8	-8.0	0.3	-5.5	0.2	-20.1	-1.0	-1.1	24.3
Cc1oc(-c2cccs2)nc1CS(=O)CC(=O)NCCc1ccccc1 (stereo unspecified)	-14.7	1.1	-4.0	-3.5	0.3	-20.9	58.1*	0.1	14.1
CC1=C(C(N)=O)C(c2ccc3c(c2)OCO3)n2nc(-c3cccc(C)c3)nc2N1 (stereo unspecified)	-16.2	-2.8	-7.2	-2.0	0.5	-13.9	4.6	0.2	8.8
O=C(N/N=C\c1ccncc1)c1ccc(Cl)s1	-9.8	-19.9	-7.9	-1.3	1.0	-0.4	1.1	0.5	-1.1
Cc1ccc(C)c(C(=O)N2CCN(c3ncccn3)CC2)c1	-3.5	-6.4	-9.0	3.3	0.2	-3.5	0.2	0.5	-1.1
COc1ccc(Cl)cc1N(CC(=O)N1CCCCCC1)S(C)(=O)=O	-12.6	-0.3	-6.5	2.0	7.2	-20.7	0.1	-0.1	20.8
COc1cc(S(=O)(=O)N2CCCCCC2)c(OC)cc1Br	-40.5	0.8	-12.3	-4.8	0.1	1.1	-1.7	-1.9	-5.4
CCCn1c(=N)c(C#N)cc2c(=O)n3ccccc3nc21	-1.6	-11.5	-2.6	-6.6	0.6	-12.2	9.3	2.2	21.8
COCC(=O)N1CCCN(c2nc3c(C)cccc3cc2C#N)CC1	-7.1	-4.5	-9.5	-2.6	0.6	9.8	5.7	0.7	5.0
COCCNC(=O)C1(C)Oc2ccccc2NC1=O (stereo unspecified)	11.5	-18.0	-9.4	-3.9	0.7	-8.4	6.8	-0.1	29.3

Arranged by number of heavy atoms (low to high): part of the list above
SMILES	CHO parental Ca	CHO-K1 Ca antag	OXTR potentiator	CHRM1 agonist	M1 ag parental	TAAR1 antag	TAAR1 ag	V1R ag counter	CHO-K1 Ca PAM
O=C(N/N=C\c1ccncc1)c1ccc(Cl)s1	-9.8	-19.9	-7.9	-1.3	1.0	-0.4	1.1	0.5	-1.1
S=c1[nH]nc(-c2ccco2)n1/N=C/C=C/c1ccco1	-3.8	-7.3	2.1	-5.0	-0.3	9.5	-1.2	0.5	13.0
Cc1ccccc1Cn1c(C)c(C(=O)N(C)Cc2ccc(F)cc2)sc1=O	nt	-3.8	nt	-1.2	4.1	22.2	2.1	nt	26.3

Further records.
SMILES	CHO parental Ca	CHO-K1 Ca antag	OXTR potentiator	CHRM1 agonist	M1 ag parental	TAAR1 antag	TAAR1 ag	V1R ag counter	CHO-K1 Ca PAM
COCCn1c(=S)[nH]c2cc(C(=O)N3CCCC(C)C3)ccc2c1=O (stereo unspecified)	-8.7	4.4	-8.3	-0.4	10.2	-0.9	3.7	6.7	-14.1
CCc1nc2c(OCc3cc(Cl)cc(Cl)c3)cccn2c1N(C)C(=O)c1ccc(C)cc1	nt	-3.7	nt	-6.9	1.0	-6.5	8.0	nt	11.3
CN(Cc1cn(C)nc1-c1cccc(Cl)c1)C1CCOCC1	-10.0	-14.5	-10.0	-7.4	-0.2	4.2	0.8	-0.4	17.5
COC(=O)C1CN(C(=O)C(C)Oc2cccc(C)c2C)c2ccccc2O1 (stereo unspecified)	-20.6	-11.0	-8.3	4.2	-0.1	-28.6	6.0	-1.6	-5.3
CN(C(=O)c1ccc(NC(=O)Cc2ccc(NC(=O)C3CCN(C(=O)C4CCCCC4)CC3)cc2)cc1)C1CCCC1	nt	-6.1	nt	-7.4	0.2	-10.2	0.1	nt	18.1
Cc1ccc(S(=O)(=O)N2CCCCC2)cc1C(=O)NCCCN1CCOCC1	-18.0	-7.6	0.5	-4.1	0.0	-2.7	-0.3	0.0	3.9
O=C(CN1C(=O)NC2(CCCC2)C1=O)OCCOc1ccc(Cl)cc1Cl	-6.8	2.1	-9.3	-3.5	0.8	-9.0	1.4	1.5	-19.5
S=C(NCc1ccccc1)Nc1cccc2cnccc12	9.4	4.4	-27.5	3.9	9.8	22.8	2.8	7.2	-23.2
N#Cc1c(NCCN)nc(-c2ccco2)c2c1CCCC2	-19.5	-21.9	-12.1	-5.1	1.2	-8.7	2.0	1.0	22.0
Cc1c(C(=O)Nc2c(N)nc(SCC(=O)NCC3CCCO3)[nH]c2=O)cccc1[N+](=O)[O-] (stereo unspecified)	-4.1	-14.3	-3.6	-3.7	0.5	-9.2	1.1	0.3	23.5
COc1cc(C(=O)NCc2ccccc2)ccc1OC(F)F	-14.6	-11.2	-6.2	-4.1	0.3	1.8	0.1	-1.1	18.8
COc1ccccc1C(=O)NC1CCN(C(=S)NCCc2ccccc2)CC1	-21.4	6.0	-8.6	-9.4	1.0	18.9	9.6	4.5	-10.4
O=C(Nc1nnc([C@@H]2C[C@H](O)[C@@H](CO)O2)s1)c1cccs1	nt	-19.2	nt	-1.6	0.7	-9.0	0.9	nt	11.5
O=C(Nc1ccccc1)N1CCCN(Cc2ccccc2F)C1	-9.1	0.5	-8.8	-0.1	0.9	-12.4	1.9	0.8	9.1
S=C(Nc1ccc2nccnc2c1)N1CCOCC1	-10.9	12.9	-0.3	-7.2	0.4	-2.1	5.2	0.1	-1.2
COc1ccc(OC)c(/C=N/NC(=O)CNC(=O)c2cccc3ccccc23)c1	-13.9	5.2	-4.0	-1.6	2.3	20.3	1.6	1.1	8.0
Cc1nc2ccc(NC(=O)CCC3CCCC3)cc2s1	-6.7	-11.9	-7.1	-3.1	2.5	-3.6	1.1	1.6	3.8
CCN1CCN(Cc2ccc(OCc3ccccc3)cc2)CC1	5.1	-17.3	-7.3	-8.4	3.4	13.9	9.7	2.3	16.2
CC(C)c1cccc(C2=CC(=O)C[C@H](c3ccc4c(c3)OCO4)C2)c1	-33.5	-11.3	-5.7	-5.4	-0.1	36.3	6.7	0.9	-16.7
Cc1ccccc1NC(=O)CCN1CCN(C/C=C/c2ccccc2)CC1	-26.8	-18.9	-14.5	-4.6	0.4	4.0	-0.7	0.0	13.1
CNS(=O)(=O)c1ccc2c(c1)NC(=O)C1CCCN21 (stereo unspecified)	2.7	-4.2	-1.7	-1.2	0.4	-15.3	1.5	0.9	-2.8
O=C(COC(=O)CC1CCCC1)Nc1ccc(OC(F)F)cc1	-4.3	-9.7	-13.7	-4.4	0.3	-11.4	2.8	0.0	18.5
CC1(C)NC(=O)N(CC(=O)N2CCN(c3ccc([N+](=O)[O-])cc3)CC2)C1=O	-0.8	-19.0	-3.1	-6.3	0.6	0.8	-1.8	-0.5	-12.0
C[C@]12CS(=O)(=O)C[C@H]1SC(=S)N2c1ccccc1	-1.0	6.6	-3.3	-3.9	0.9	6.3	0.2	0.0	-3.2
CCOc1ccc(C2CC(c3cccc(Cl)c3)n3nc(N)nc3N2)cc1 (stereo unspecified)	-7.5	3.0	-5.4	-1.1	0.1	2.4	1.5	1.5	12.9
CC(=O)N/C(=N/c1nc(C)cc(C)n1)Nc1ccc(C)cc1C	-11.3	-6.4	-15.4	-3.1	0.7	-2.5	2.6	0.3	6.9
COc1ccc(-c2csc3nc(C(C)C)oc(=O)c23)cc1OC	-1.0	-8.9	-2.4	-6.5	0.2	23.5	-0.3	0.4	15.6
CCOC(=O)C1=C(C)NC(=O)CC1c1cc2c(cc1[N+](=O)[O-])OCO2 (stereo unspecified)	-13.4	-0.9	-17.3	-13.8	-0.2	-8.8	1.8	1.7	2.6
COc1ccc(CC(=O)Nc2ccc(S(=O)(=O)Nc3onc(C)c3C)cc2)cc1OC	-4.2	-9.7	-3.0	-3.1	0.0	-6.5	0.2	0.8	-11.6
O=C(CC1C(=O)NCCN1C(=O)Nc1ccccc1)Nc1ccc2c(c1)OCCO2 (stereo unspecified)	0.0	6.3	-1.9	-0.8	-0.2	7.9	4.5	0.4	1.4
S=C(NCc1ccc2c(c1)OCO2)NCc1ccc2c(c1)OCO2	4.0	2.6	-8.2	2.7	-0.1	0.8	5.4	2.6	6.0
O=C(Nc1cccn2nc(COCCO)nc12)C(c1ccccc1)c1ccccc1	nt	-13.7	nt	1.8	4.9	13.2	10.3	nt	17.7
COc1ccc(CCN(C)C(=O)CSc2nccn2C)cc1OC	-6.9	-6.3	-3.5	-6.4	0.4	-11.4	3.7	-0.5	12.8
CC(C)OP(=O)(OC(C)C)C1(O)C(=O)Nc2ccc(Br)cc21 (stereo unspecified)	-25.3	-7.2	-11.8	0.8	-0.3	-15.2	17.0	1.1	11.3
Cn1c(=O)oc2cc(S(=O)(=O)N3CCC(C(=O)NCCc4ccccc4)CC3)ccc21	41.4*	5.8	-15.7	-5.2	0.2	-3.0	1.5	0.7	-22.8
O=C(COC(=O)c1ccc(O)cc1O)NC1CCS(=O)(=O)C1 (stereo unspecified)	-13.3	-17.7	-17.7	-1.6	0.4	-27.7	1.9	1.4	12.8
COc1ccc(CC(=O)Nc2ccc(S(=O)(=O)N3CCCC3)cc2)cc1OC	-1.8	-9.0	0.0	-0.6	0.4	-6.7	2.3	2.1	13.9

Assay outcomes: PubChem BioAssay, The Scripps Research Institute Molecular Screening Center

An unsorted share of the library; overall some 3.3% were active at least once.
